Screens: PubChem, National Center for Advancing Translational Sciences (NCATS)
TRHR enhancer = allosterically enhances the human TRH receptor; enhancement, % at 2 µM; 360,000 compounds, 0.66% hits; AID 493056; TRHR cells, fluo-8 calcium fluorescence, EC20 TRH enhancement; in the data active = enhancement above about 30%; also: 0% is about no effect
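Enhancer read-out: after compound pinning and an initial kinetic agonist-mode read, an EC20 of TRH (10 nM final) was injected and fluo-8 calcium signal (Ex 480/Em 530) followed at 1 s/cycle for 100 cycles in TRHR-expressing cells.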
D1 antagonist = antagonists of human D1 dopamine receptor; AID 504652; HEK293 TREx D1 cells, calcium flux, dopamine EC80; stronger effect = lower value; 360,000 compounds, 3.2% hits; P21728; activity change, negative = inhibition, % at 10 µM; in the data active = activity change below about -30%; also: % is scaled to controls: 0 for no effect and ±100 for the full control effect
Target sequence (P21728 whole entry, looked up): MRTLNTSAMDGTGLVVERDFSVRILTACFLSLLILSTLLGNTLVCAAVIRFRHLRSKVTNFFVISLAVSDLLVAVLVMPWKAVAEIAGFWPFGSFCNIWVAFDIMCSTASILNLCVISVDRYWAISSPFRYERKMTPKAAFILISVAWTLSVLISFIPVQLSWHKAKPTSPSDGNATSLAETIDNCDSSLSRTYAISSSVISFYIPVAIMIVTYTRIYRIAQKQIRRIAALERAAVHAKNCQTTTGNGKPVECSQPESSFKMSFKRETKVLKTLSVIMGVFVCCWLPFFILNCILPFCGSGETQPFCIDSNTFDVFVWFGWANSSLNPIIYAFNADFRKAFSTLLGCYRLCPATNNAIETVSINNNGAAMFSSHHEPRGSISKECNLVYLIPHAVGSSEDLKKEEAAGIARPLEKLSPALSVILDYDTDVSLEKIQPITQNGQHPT
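Inducible Hek293 Trex D1 cells (tetracycline, overnight, 30 C). Calcium dye 30–90 min RT. Antagonist mode: EC80 dopamine added after 180 s compound read.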
D1 PAM = human D1 dopamine receptor positive modulation | HEK293 TREx D1 cells, calcium flux, dopamine EC20 potentiation | P21728 | potentiation, % at 10 µM | 360,000 compounds, 0.036% hits; in the data active = potentiation above about 30%; also: 0% is about no effect
RXFP1 agonist = agonists of human relaxin receptor RXFP1. Q9HBX9. Potency, µM (top dose mostly 57.5 µM), without a hit: at the top dose activation, usual class: activators. AID 2676. 370,000 compounds, 0.3% hits. HEK293T-RXFP1 cAMP TR-FRET, 30 min; response scale: percent of porcine relaxin response, buffer zero; also: potency is read from the fitted curve at half-maximal effect; % is scaled to controls: 0 for no effect and ±100 for the full control effect; nearly all actives have a fitted effect of over 60% in size; many of its hits are not listed in these tables
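cAMP rise read by TR-FRET after 30 min, 37C compound exposure (up to 58 uM) in RXFP1-transfected HEK293 cells with Ro 20174 present. EC50 from Hill-equation fits, with 29 nM porcine relaxin as 100% and buffer as basal.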
Anesthetic bind = candidate novel general anesthetic via apoferritin binding; apoferritin/1-aminoanthracene competitive binding, fluorescence; AID 485281; P02791; Potency, µM (highest dose often 77.5 µM), inactives show at the highest dose activity change, negative = displacement, usual class: inhibitors; 350,000 compounds, 0.074% hits; also: potency is read from the fitted curve at half-maximal effect; % is scaled to controls: 0 for no effect and ±100 for the full control effect; nearly all actives have a fitted effect of over 20% in size
Target sequence (P02791 2-175 limits assumed): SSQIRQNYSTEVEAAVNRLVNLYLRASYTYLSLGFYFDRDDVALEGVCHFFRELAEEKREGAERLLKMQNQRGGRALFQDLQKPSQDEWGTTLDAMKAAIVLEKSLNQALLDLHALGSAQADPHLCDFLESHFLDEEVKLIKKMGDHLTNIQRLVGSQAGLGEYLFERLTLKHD
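Apoferritin-based anesthetic binding model; compound displacement of fluorescent 1-AMA measured as endpoint fluorescence after 10 minutes at room temperature, scaled to free-ligand and complex controls.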
D1 ag = human D1 receptor agonism; P21728; HEK293 T-REx D1 cells, calcium flux, agonist mode; activation, % at 2 µM; 360,000 compounds, 1% hits; in the data active = activation above about 30%; also: 0% is about no effect
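Agonism was scored from calcium flux recorded over 180 s (1 read/s) after pintool compound addition, following a 10-cycle baseline. Cells were inducible force-coupled HEK293 TREx D1, plated overnight at 30 C and loaded with no-wash calcium dye.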
TRHR agonist = activates the human TRH receptor; P34981; TRHR cells, calcium flux fluo-8, FDSS agonist mode; activation, % at 2 µM; 360,000 compounds, 0.18% hits; in the data active = activation above about 30%; also: 0% is about no effect
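In this calcium-flux screen, cells bearing human TRHR are dye-loaded with fluo-8, baselined for 10 cycles, then exposed to library compounds; positive kinetic calcium responses during the agonist phase mark hits, with TRH as control.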
RXFP1 antagonist = antagonists of human relaxin receptor RXFP1; Q9HBX9; HEK293-RXFP1, relaxin-stimulated cAMP HTRF, 30 min; stronger effect = lower value; activity change, negative = inhibition, % at 57.5 µM; 350,000 compounds, 0.59% hits; AID 1259400;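 active = activity change of -60% or lower, but not beyond a set lower limit; inconclusive = change between -60% and -40%, or beyond the set limit; inactive = change above -40%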; also: % is scaled to controls: 0 for no effect and ±100 for the full control effect
D2 potentiator = positively modulates the human D2 dopamine receptor allosterically; P14416; HEK293 T-REx D2, calcium flux, EC20 dopamine potentiation; potentiation, % at 10 µM; 340,000 compounds, 0.34% hits; AID 485347;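 active = potentiation over 3 SD above the plate norm, cut at about 30% in these data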; also: 0% is about no effect
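Calcium flux readout, no-wash dye, 1 read/s. Inducible HEK293 Trex D2 line, overnight 30 C. Compound alone 180 s (agonist flags), then EC20 dopamine, another 180 s to score potentiation.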
* marks the source's active call; other numbers are inactive results; ? = inconclusive; . = not tested or not shown; [ ] = another dose, or the depositor's remark. Unless noted, calls follow the shape of the dose curve; as a rule, active = well fitted curve in the direction sought with a large enough effect; inconclusive = small, poorly fitted or top-dose-only effect, or another doubt; inactive = no such curve, though single readings can be large; an effect the other way counts as inactive or inconclusive.

Start of the data: the first 12 compounds, to show the layout:
TRHR enhancer	D1 antagonist	D1 PAM	RXFP1 agonist	Anesthetic bind	D1 ag	TRHR agonist	RXFP1 antagonist	D2 potentiator	molecule
2	-17	-2	1.3%	0%	2	0.9	-3	1	Cc1nc2c(ncn2-c2ccccc2)c(=O)n1NC(=O)CN1CCCC1
0	15	-4	-1.0%	.	1	0.0	2	-4	O=C(Cc1ccsc1)N1CCN(S(=O)(=O)c2cccc(F)c2)CC1
-3	8	-6	-1.5%	4%	2	0.0	2	0	O=C(Nc1ccccc1)c1cccnc1NCCc1ccccc1
-3	-10	0	4.4%	-11%	2	-1.1	.	17	COc1cccc(N2CCN(C(=O)C3CCCN(S(=O)(=O)c4cccc5nsnc45)C3)CC2)c1 (stereo not given)
-4	-37*	0	2.5%	-3%	0	-0.9	-10	-6	COc1ccc(C(=O)Nc2ccnn2C2CCN(Cc3ccncc3)CC2)cc1
-3	8	0	1.7%	-12%	10	0.6	9	-3	OCC1(Cc2ccc(Cl)cc2)CCN(Cc2ccc(Oc3ncccn3)cc2)CC1
2	-33*	-8	3.6%	-11%	3	0.0	1	5	CCCNS(=O)(=O)c1ccc(NC(=O)Cc2cccs2)cc1
1	0	2	0.3%	-5%	-1	-0.5	0	7	O=C(CCS(=O)CCC(=O)NCc1ccccc1)NCc1ccccc1
3	1	-1	9.2%	-1%	2	-0.3	-18	-8	CCc1nc2cccnc2n1-c1ccc(CC(=O)Nc2c(C)cccc2C)cc1
4	-12	-2	1.3%	?	2	-0.5	3	-11	CCc1ccc(NC(=O)C2=CC(c3ccc(OC)cc3)=NS(=O)(=O)N2C)cc1
6	-17	7	0.0%	3%	3	0.3	-5	13	CCCc1nc(-c2ccccc2)c(-c2ccc(OC)c(OC)c2)c(=O)[nH]1
1	-6	-1	-0.6%	-2%	0	0.7	9	6	COC(=O)c1ccc(Nc2ccc3nonc3c2[N+](=O)[O-])cc1

Main list, from the start:
TRHR enhancer	D1 antagonist	D1 PAM	RXFP1 agonist	Anesthetic bind	D1 ag	TRHR agonist	RXFP1 antagonist	D2 potentiator	molecule
2	-17	-2	1.3%	0%	2	0.9	-3	1	Cc1nc2c(ncn2-c2ccccc2)c(=O)n1NC(=O)CN1CCCC1
0	15	-4	-1.0%	.	1	0.0	2	-4	O=C(Cc1ccsc1)N1CCN(S(=O)(=O)c2cccc(F)c2)CC1
-3	8	-6	-1.5%	4%	2	0.0	2	0	O=C(Nc1ccccc1)c1cccnc1NCCc1ccccc1
-3	-10	0	4.4%	-11%	2	-1.1	.	17	COc1cccc(N2CCN(C(=O)C3CCCN(S(=O)(=O)c4cccc5nsnc45)C3)CC2)c1 (stereo not given)
-4	-37*	0	2.5%	-3%	0	-0.9	-10	-6	COc1ccc(C(=O)Nc2ccnn2C2CCN(Cc3ccncc3)CC2)cc1
-3	8	0	1.7%	-12%	10	0.6	9	-3	OCC1(Cc2ccc(Cl)cc2)CCN(Cc2ccc(Oc3ncccn3)cc2)CC1
2	-33*	-8	3.6%	-11%	3	0.0	1	5	CCCNS(=O)(=O)c1ccc(NC(=O)Cc2cccs2)cc1
1	0	2	0.3%	-5%	-1	-0.5	0	7	O=C(CCS(=O)CCC(=O)NCc1ccccc1)NCc1ccccc1
3	1	-1	9.2%	-1%	2	-0.3	-18	-8	CCc1nc2cccnc2n1-c1ccc(CC(=O)Nc2c(C)cccc2C)cc1
4	-12	-2	1.3%	?	2	-0.5	3	-11	CCc1ccc(NC(=O)C2=CC(c3ccc(OC)cc3)=NS(=O)(=O)N2C)cc1
6	-17	7	0.0%	3%	3	0.3	-5	13	CCCc1nc(-c2ccccc2)c(-c2ccc(OC)c(OC)c2)c(=O)[nH]1
1	-6	-1	-0.6%	-2%	0	0.7	9	6	COC(=O)c1ccc(Nc2ccc3nonc3c2[N+](=O)[O-])cc1
2	-7	-4	2.9%	-8%	2	0.2	-3	12	CCOC(=O)c1ccccc1NC(=O)C1CCCO1 (stereo not given)
5	-5	-2	-2.5%	-17%	0	-0.2	7	4	CCOc1ccc(S(=O)(=O)Nc2ccccc2SC)c2cccnc12
1	-8	9	29%	-12%	4	-0.7	-4	.	CN1CCN(Cc2nc3ccccc3c(=O)n2Cc2nc(-c3cccc([N+](=O)[O-])c3)cs2)CC1
-6	13	-4	2.3%	2%	-3	-0.7	.	-3	COc1ccc(NC(=S)N(CCc2c(C)[nH]c3ccc(C)cc23)Cc2cccnc2)cc1
2	15	-1	-3.6%	?	-1	-0.2	-18	17	O=C(CN1N=C(c2ccc(Cl)cc2)CCC1=O)NCc1ccc(F)cc1
7	92	1	0.7%	-11%	7	0.0	3	-1	CCOC(=O)c1ccc(N2C(=O)CC(N3CCN(Cc4ccccc4)CC3)C2=O)cc1 (stereo not given)
-2	-13	-4	-0.9%	-4%	3	-0.1	-4	3	CC(=O)N1CCN(C(=O)c2cc(S(=O)(=O)NCc3ccccc3)ccc2C)CC1
-3	-10	-6	-0.7%	7%	13	0.0	.	12	Cc1cccc(COCC(Cc2ccccc2)N2CCN(C(=O)c3ccc(C(F)(F)F)cc3)CCC2=O)c1 (stereo not given)
5	-5	4	-2.7%	3%	0	-1.6	-2	20	CCn1c(C)nc2cc(C(=O)NNC(=S)Nc3ccc(Cl)cc3)ccc21
7	-7	-6	-0.6%	2%	0	1.3	-3	2	COc1ccccc1CC(=O)NCCc1ccc(S(N)(=O)=O)cc1
4	-23	-1	1.3%	2%	3	0.1	.	10	O=S(=O)(CC12C3C4C5C1C2C(Br)(C43)C51OCCO1)c1ccccc1 (stereo not given)
-1	-12	-3	-3.3%	-10%	0	-0.6	10	2	Nc1nnn(CC(=O)N/N=C/c2ccc(Cl)cc2Cl)n1
-5	3	-3	2.2%	.	1	-1.0	2	-12	COc1cc(/C=C/C(=O)OCC(=O)NCc2ccccc2OC)ccc1O
4	28	1	-0.7%	-1%	3	0.9	-11	3	CCCOP(=O)(OCCC)C(Nc1cccc(C(F)(F)F)c1)c1ccc(C)cc1 (stereo not given)
12	10	3	0.6%[11.5 µM]	-5%[15.3 µM]	0	-0.3	.	.	CCCCC[C@]12Cc3ccccc3C(O1)c1c(cc(C)oc1=O)O2
-7	-16	-1	2.2%	-7%	10	-0.1	2	8	COC(=O)c1ccc(NC(=S)NCc2ccco2)cc1
-1	7	-8	3.2%	-6%	0	0.4	8	.	O=C1COc2ccc(S(=O)(=O)NCCc3ccccc3)cc2N1
0	-4	0	0.1%	.	3	-0.3	.	.	O=C(O)c1ccccc1-c1noc(-c2ccccc2F)n1
3	-24	-8	4.6%	-21%	2	-0.7	-4	1	CCCn1c(NC(=O)c2ccccc2Br)nc2ccccc21
4	-43*	-3	-0.6%	.	2	-0.7	-21	-4	Cc1c(C(=O)Nc2ccc3nc(N4CCOCC4)sc3c2)oc2ccccc12
2	14	-4	3.3%	5%	3	0.1	.	.	CN(Cc1ccco1)c1ncnc2ccc(-c3cccnc3)cc12
5	-18	3	23%	-12%	11	-0.2	-5	22	CCOc1ccc(CNC(=O)CCCC(=O)n2ncc3cc(C)ccc32)cc1
2	12	-3	1.3%	-5%	0	-0.8	-15	5	Cc1ccc(CSCC(=O)N2CCCC2)cc1
7	-10	3	11%	-7%	2	0.6	.	1	COc1ccccc1CNc1ccc(-c2nc(-c3cccc(C)c3)no2)cc1[N+](=O)[O-]
6	-2	5	0.2%	-5%	2	0.0	.	8	CCOC(=O)c1ccc(NC(=O)CCc2c(C)n(CC)c3cc(-c4ccccc4OC)nn3c2=O)cc1
-4	-9	12	3.0%	-19%	4	-0.8	-26	7	Nc1nonc1-n1nnc(C(=O)N/N=C/c2ccc(Cl)cc2Cl)c1CN1CCCCC1
1	16	3	0.2%	-22%	1	0.0	-1	6	Cn1ccnc1C(=O)c1cc(=O)c2ccccc2o1
16	-19	-3	2.4%	-9%	1	0.5	-11	0	CC(=O)c1cc(C#N)c(SCc2ccccn2)nc1C
0	15	2	4.7%	.	2	-0.2	-9	-6	COc1ccc(OC)c(/C=C/C(=O)OCC(=O)N2CCCC2)c1
-5	7	4	0.1%	?	0	0.2	-9	12	COC(=O)C1=C(N)c2ccccc2C1(C#N)c1ccccc1 (stereo not given)
-6	5	-4	-0.5%	-6%	-2	-0.7	-25	0	Cn1c(SCC(=O)NCCc2ccccc2)nc2c([nH]c3ccccc32)c1=O
-3	-7	0	-0.3%	-10%	5	0.5	-6	1	O=C(COC(=O)c1ccc2c(c1)OCO2)Nc1ccccc1
4	-3	0	4.1%	-2%	2	0.3	-5	1	Cc1cc(C(=O)NC(=S)Nc2cccc(C(=O)O)c2C)ccc1[N+](=O)[O-]
4	15	0	-0.1%	-12%	4	0.7	-1	7	Cc1ccc(/C=N\NC(=O)Cc2cccn2C)o1
1	-3	-3	3.9%	-23%	3	0.3	1	7	COc1c(C)cccc1C(=O)NC(=S)Nc1ccccc1N1CCCC1
4	13	0	3.1%	-19%	1	0.7	-4	-9	O=C(NCCO)c1cc2ccccc2c(=O)s1
6	7	-1	-0.8%	.	6	0.6	-21	-4	O=C(COC(=O)c1ccc(S(=O)(=O)N2CCCCC2)cc1)NCc1ccc(F)cc1

The list is partial; count on the stated rates, not on these rows.
